# IMPase Li inh – IMPase inhibition in cells with lithium potentiation; 0.35% of 210,000 active; Potency, µM (titrated, usually from 59.4 µM), for inactives: at the highest dose activity, negative = IMPase inhibition, most hits filed as inhibitors; CHO-M1 cells, IP1 TR-FRET (IP-One), carbachol + lithium;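 also: IP1 builds up when IMPase is blocked and the TR-FRET signal falls; potency is read from the fitted curve at half-maximal effect; plate controls were basal vehicle for no effect and high inhibitor control for full effect; nearly all actives have a fitted effect of over 50% in size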
#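 Lithium-sensitised IP1 accumulation assay; M1-expressing CHO cells treated 30 min at 37C with compound. Competitive antibody detection by time-resolved FRET followed a 10 min room-temperature lysis step.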
# NPSR antag – blocks cAMP signaling of the human neuropeptide S receptor | Q6W5P4 | CHO-NPSR cells, cAMP TR-FRET, antagonist mode | Potency, µM (highest dose often 38.3 µM), for the others: top-dose activity change, negative = inhibition, hits mostly inhibitors | 1% of 220,000 active | AID 1461; also: potency is read from the fitted curve at half-maximal effect; % is scaled to controls: 0 for no effect and ±100 for the full control effect; nearly all actives have a fitted effect of over 50% in size; many of its hits are not listed in these tables
# Target sequence (Q6W5P4 whole entry, looked up): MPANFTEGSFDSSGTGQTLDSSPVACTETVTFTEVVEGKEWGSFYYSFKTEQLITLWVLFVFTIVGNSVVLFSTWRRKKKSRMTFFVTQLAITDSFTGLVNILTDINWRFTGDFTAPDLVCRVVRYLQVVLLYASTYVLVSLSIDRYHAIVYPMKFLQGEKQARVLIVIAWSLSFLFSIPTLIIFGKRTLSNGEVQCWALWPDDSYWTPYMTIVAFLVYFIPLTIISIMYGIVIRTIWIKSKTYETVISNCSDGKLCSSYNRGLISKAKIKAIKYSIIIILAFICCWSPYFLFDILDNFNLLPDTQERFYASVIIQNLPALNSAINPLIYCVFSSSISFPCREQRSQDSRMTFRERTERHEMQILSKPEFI
# aGal spleen mod – alpha-galactosidase A (human) modulation. P06280. human spleen homogenate, 4MU-alpha-Gal fluorescence, 40 min. Potency, µM (top dose mostly 80 µM), for the others: at the highest dose activity change, negative = inhibition, most hits filed as inhibitors. 0.008% of 240,000 active. AID 2107;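 also: potency is read from the fitted curve at half-maximal effect; 0% = enzyme with vehicle and -100% = no enzyme basal signal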
# Target sequence (P06280 32-429 limits assumed): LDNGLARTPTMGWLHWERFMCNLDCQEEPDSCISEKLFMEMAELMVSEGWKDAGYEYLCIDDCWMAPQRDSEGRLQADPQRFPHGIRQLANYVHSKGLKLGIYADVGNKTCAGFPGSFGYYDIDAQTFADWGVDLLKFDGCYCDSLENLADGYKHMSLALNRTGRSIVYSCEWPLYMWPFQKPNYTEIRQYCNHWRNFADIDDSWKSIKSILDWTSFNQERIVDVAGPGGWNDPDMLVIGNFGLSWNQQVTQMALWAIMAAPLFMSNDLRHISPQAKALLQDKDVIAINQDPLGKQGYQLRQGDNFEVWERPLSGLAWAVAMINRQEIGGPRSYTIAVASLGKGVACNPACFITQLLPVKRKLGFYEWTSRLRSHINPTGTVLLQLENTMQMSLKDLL
#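 qHTS titration in buffer at pH 5.0. Alpha-galactosidase activity in spleen homogenate was measured via 4-methylumbelliferone release from 1 mM fluorogenic substrate after 40 min at 37C and a pH 10 stop. AC50 came from Hill fits of control-normalized data.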
# CBFb RUNX1 block – inhibitors of human CBF-beta and RUNX1 interaction; Potency, µM (highest dose often 59.8 µM), inactives show top-dose activity, negative = inhibition, hits mostly inhibitors; AlphaScreen CBFb-His/RUNX1-biotin binding, biochemical; 230,000 tested, under 10 active; Q01196+Q13951; also: % of control where 0% means no effect
#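 Proteins preincubated together for 20 min at RT before compound addition; 15 min later, nickel and streptavidin beads were added and left 90 min prior to AlphaScreen measurement.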
# Luc counter – blocks Kinase-Glo luciferase, a counter-screen artifact. Q27757. Kinase-Glo luciferase, ATP luminescence, 8 min. Potency, µM (series often up to 38.3 µM), for the others: top-dose activity change, negative = inhibition, actives largely listed as inhibitors. 0.28% of 200,000 active; also: potency is read from the fitted curve at half-maximal effect; % is scaled to controls: 0 for no effect and ±100 for the full control effect; nearly all actives have a fitted effect of over 60% in size
#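 Inhibition of Kinase-Glo luciferase light generation was assessed at 10 uM ATP in pH 7.2 imidazole buffer, with luminescence measured after eight minutes at ambient temperature.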
# LMNA splice mod – changes lamin A minigene splicing in HeLa cells; HeLa LMNA splicing GFP/RFP minigene ratio, 48 h; Potency, µM (highest dose often 46.1 µM), inactives show at the highest dose ratio change, negative = inhibition, usual class: inhibitors; 0.01% of 200,000 active; active = well fitted inhibition curve with a large enough effect in the signal ratio, with a control signal flat, not every such curve was filed as active; inconclusive = small, poorly fitted or top-dose-only effect, or effect the other way, or a change in a side signal; the % refers to the signal ratio; also: potency is read from the fitted curve at half-maximal effect; % is scaled to controls: 0 for no effect and ±100 for the full control effect
#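 Read-out is the ratio of GFP to DsRed2 object intensity, acquired by 488 nm laser-scanning cytometry on HeLa lamin A-EGFP minigene reporter cells. Compound incubation 48 hrs at 37 °C in Opti-MEM with 2% FBS; DMSO 0.5% final.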
# Epigenetic derep – regulators of epigenetic silencing causing reporter derepression in mouse cells | murine LDR cells, GFP reporter derepression, 30 h | Potency, µM (doses to about 53.9 µM), inactives show at the top dose GFP activation, hits mostly activators | 0.2% of 280,000 active; also: potency is read from the fitted curve at half-maximal effect; % of control where 0% means no effect; nearly all actives have a fitted effect of over 60% in size
#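 Readout is the number of GFP-expressing murine LDR cells, counted by cytometry following washing. Cells were treated with compound for 30 h at 37 C; the stably integrated CMV-GFP locus is normally silent.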
# * hit, by the source's call; ? = inconclusive; . = no result given; & = joins results of further samples; [ ] = remark or other dose. Unless noted, calls follow the shape of the dose curve; as a rule, active = well fitted curve in the direction sought with a large enough effect; inconclusive = small, poorly fitted or top-dose-only effect, or another doubt; inactive = no such curve, though single readings can be large; an effect the other way counts as inactive or inconclusive. Only part of the results is shown; the hit share may differ from the screen's.
SMILES,IMPase Li inh,NPSR antag,aGal spleen mod,CBFb RUNX1 block,Luc counter,LMNA splice mod,Epigenetic derep
COc1ccc(NC(=O)C2CCCN2S(=O)(=O)c2cccc3cccnc23)c(OC)c1 (stereo not given),4%,-4%,-3%,0%,4%,?,-1.0%
CN(C)S(=O)(=O)Oc1ccccc1C(=O)Nc1ccccc1Cl,-7%,-5%,1%,16%,3%,2%[46 µM],0.1%
O=C(Cn1nnc2ccccc21)C1CC1,-2%[38.3 µM],1%[46.1 µM],12%,5%,-1%,5%,-1.3%
C[C@@H]1CC=C[C@H]2[C@H]1C(=O)N(Cc1ccccc1)[C@H]2c1ccc(-c2cc3ccccc3s2)cc1F,.,-17%,8%,6%,.,.,-1.1%
O=C(C[n+]1cccc(CO)c1)Nc1nc2ccccc2s1,4%,-1%,-2%,-5%,-1%,.,4.5%
COc1ccc(NC(C)c2cc(Cl)ccc2O)cc1 (stereo not given),11%[38.3 µM],0%[46.1 µM],-4%,0%,0%,15%,4.2%
CCOc1ccc(-n2c(SCC(=O)Nc3ccc(OC)cc3)nc3c(c2=O)SCC3)cc1,-6%[38.3 µM],-16%[46.1 µM],1%,-3%,-4%,5%,-2.2%
Cc1ccc(S(=O)(=O)Nc2cc(C)nn2-c2ccccc2)cc1,-13%[38.3 µM],-19%[46.1 µM],-1%,4%,7%,13%,9.9%
Cc1ccnc(NC(=O)c2cccc(NS(=O)(=O)c3ccccc3C)c2)c1,31%[38.3 µM],-17%[46.1 µM],-1%,-4%,-4%,5%,-1.0%
COC(=O)c1ccc(COc2ccccc2/C=N/NS(=O)(=O)c2ccc(C)cc2)cc1,13%[38.3 µM],?,-2%,0%,5%,?,0.0%
Cc1ccc(Cl)cc1N1CCN(C(=O)C(=O)N2CCCCC2)CC1,13%,-5%,-9%,-1%,3%,.,1.1%
COC(=O)c1sccc1NC(=O)c1c(-c2ccccc2)noc1C,4%,0%,10%,-2%,0%,?,-3.2%
CS(=O)(=O)N(CC(=O)NCc1ccncc1)c1ccc(F)c(Cl)c1,7%,-9%,2%,-19%,1%,-13%[46 µM],0.2%
Cc1ccc(C)c(N(CC(=O)NC2CCCC2)C(=O)CCCC(=O)Nc2ccccn2)c1,-5%[38.3 µM],-21%[46.1 µM],-1%,3%,16%,-3%,-0.4%
Cn1c(SCC(=O)NCCNC(=O)CSc2nnc(C(F)(F)F)n2C)nnc1C(F)(F)F,26%[38.3 µM],-4%[46.1 µM],-5%,2%,0%,6%,-0.3%
COc1ccc(-n2c(=S)[nH]c3c(oc4ccccc43)c2=O)cc1,6.3µM*,-46%,-12%,-9%,-1%,?,-0.5%
O=C(NC(=O)N1CCN(c2ccc(F)cc2)CC1)c1ccccc1,31%[38.3 µM],-4%[46.1 µM],13%,?,-2%,?,1.7%
Cc1c(NC(=S)NC(NC(=O)CC(C)C)C(Cl)(Cl)Cl)c(=O)n(-c2ccccc2)n1C (stereo not given),3%,12%,11%,3%,-3%,-15%,-1.0%
COc1ccc(CCNC(=O)C2CC(=O)N(c3ccc(Br)cc3)C2)cc1OC (stereo not given),5%,0%,-4%,3%,-2%,?,1.1%
N/C(=N\OC(=O)c1cccc2ccccc12)c1ccccn1,.,-46%,6%,12%,.,.,-1.0%
CCOC(=O)CSc1nc2ccc(N3CCOCC3)cc2c(=O)n1Cc1ccccc1,-10%[38.3 µM],-21%[46.1 µM],7%,-3%,-2%,-1%,-1.0%
CCOc1ccc(NC(=O)CSc2nc3cccnc3n2CC)cc1,2%[38.3 µM],-2%[46.1 µM],4%,3%,0%,?,4.3%
CNc1ncnc2ccc(-c3ccccc3CN(C)C)cc12,6%,.,4%,.,.,1%,.
CC(=O)Nc1cccc2c1OCCO2,-4%[38.3 µM],3%[7.67 µM],9%,-4%,-3%,-4%,-1.6%
COc1ccc(Cn2cnc3c(NS(C)(=O)=O)c(C)c(C)cc32)cc1,2%[38.3 µM],-22%[46.1 µM],-2%,2%,3%,-16%,3.4%
# Further records.
SMILES,IMPase Li inh,NPSR antag,aGal spleen mod,CBFb RUNX1 block,Luc counter,LMNA splice mod,Epigenetic derep
CCOC(=O)C1CCN(C(=O)c2cccs2)CC1,-1%,-14%,-1%,-4%,-2%,.,1.0%
Cc1cccc(C(=O)NC(=S)Nc2ccc(S(=O)(=O)N3CCN(C)CC3)cc2)c1,43%[activator][38.3 µM],-9%[46.1 µM],4%,-5%,-3%,1%,0.0%
Cc1ccc(CNC(=O)c2cc3c(=O)n(C)c4ccccc4c3n2C)o1,24%[38.3 µM],-3%[46.1 µM],8%,-5%,1%,-5%,1.7%
CCCn1c(C)cc(C(=O)CSc2nnc3n(CCC)c(=O)c4ccccc4n23)c1C,31%[activator][38.3 µM],-15%[46.1 µM],2%,2%,-5%,1%,1.0%
N=C1/C(=C/c2cccn2Cc2ccc(F)cc2)C(=O)N=C2SC=CN12,2%,7%,16%,-22%,-3%,7%[46 µM],1.1%
O=C(CNC(=O)C1CCCCC1)NC1=NCCS1,0%[38.3 µM],11%[46.1 µM],4%,12%,-6%,2%,-0.2%
Nc1nnc(Cc2c[nH]c3ccccc23)s1,5%[38.3 µM],8%[7.67 µM],7%,3%,-1%,-4%,5.5%
CCN=C(Nc1cccc(F)c1)SC1CC(=O)N(c2ccc(OC)cc2)C1=O (stereo not given),-11%[38.3 µM],-21%[46.1 µM],-1%,3%,4%,-3%,3.4%
CCNC(=O)CSc1nc(-c2ccccc2)cs1,5%,28%,-6%,-10%,1%,.,-1.2%
C[C@@H](C(=O)Nc1ccc2ccccc2c1)[C@@H]1C[C@@]1(C)[C@@H](NC(=O)c1ccccc1)c1ccccc1,3%&3%,-9%,2%&-12%,8%[2.36 µM],4%&2%,7%,-4.2%&1.3%
NC(=O)COC(=O)c1ccccc1OCc1ccc(Cl)cc1,11%,14%,5%,2%,-1%,14%[46 µM],2.7%
CCn1c(NC(=O)C2CCCCC2)nc2ccccc21,11%,-3%[46.1 µM],1%,22%,-4%,-12%,-1.2%
CN(Cc1ccccc1)c1oc(-c2ccco2)nc1C#N,1%[38.3 µM],-5%[46.1 µM],-11%,?,-3%,1%,-1.0%
CCCCC/C=C\C/C=C\C/C=C\C=C\C1CCCC(=O)O1 (stereo not given),-5%,.,1%,-7%,-3%,.,-1.1%
COc1ccccc1/C=C1\SC(=O)N(CCC(=O)NNC(=O)c2ccccc2Cl)C1=O,7%,-18%[46.1 µM],1%,7%,6%,?,9.3%
CCCCN(C)c1nc(-c2ccco2)c2c(c1C#N)CC(C)(C)OC2,2%[38.3 µM],?,15%,23%,-3%,20%,0.8%
COc1ccc(/C=C/c2cc[n+](C(=O)Cc3ccccc3)cc2)cc1,7%,-32%,-3%,-9%,-2%,-19%[46 µM],-0.3%
O=C(CSc1ccc2ccccc2c1)NCc1cccs1,15%,-12%,-4%,-4%,1%,-1%,-1.1%
CC(C)(Cc1ccc(O)cc1)NC(=O)CC(=O)N=Nc1c(O)[nH]c2ccc(Br)cc12,6%,-24%,2%,-4%,-2%,-13%[46 µM],-6.3%
O=S(=O)(c1ccc(NCc2ccc(F)cc2)nc1)N1CCCC1,8%,-7%,-1%,13%,-2%,.,-4.2%
Cc1ccc(N2CC(C(=O)Nc3nccs3)CC2=O)cc1 (stereo not given),14%[38.3 µM],-2%[46.1 µM],-2%,2%,4%,3%,0.8%
CC(C)Oc1ccc(NC(=O)CCC(=O)O)cc1,17%[38.3 µM],2%[46.1 µM],0%,6%,2%,0%,0.7%
Cc1cc(NC(c2cccnc2)c2ccc3cccnc3c2O)no1 (stereo not given),-1%[38.3 µM],-8%[46.1 µM],-1%,?,0%,?,?
O=C(Nc1cccnc1)c1cc(-c2ccc3c(c2)OCO3)on1,?,30%[46.1 µM],5%,16%,?,11%,-0.9%
O=C(CCN1CCCCC1)Nc1ccccc1,-5%,13%,-1%,10%,0%,.,0.0%
# Next section
SMILES,IMPase Li inh,NPSR antag,aGal spleen mod,CBFb RUNX1 block,Luc counter,LMNA splice mod,Epigenetic derep
COc1ccc(-c2nn(-c3ccccc3)cc2/C=C\C(=O)N2CCOCC2)cc1[N+](=O)[O-],1%,6%,-8%,3%,0%,?,-3.1%
COc1cccc(-c2nc(CS(=O)CC(=O)NC3CCCC3)c(C)o2)c1 (stereo not given),1%[38.3 µM],-5%[46.1 µM],-5%,1%,0%,-11%,1.8%
O=C(Cc1cc(=O)[nH][nH]1)N/N=C/c1c(F)cccc1Cl,-4%,6%,-8%,-15%,-2%,?,1.1%
CCOC(=O)c1cn(CC(=O)Nc2cccc(Cl)c2)nn1,1%,15%,-12%,2%,-1%,.,-9.0%
CCn1c(COc2ccc3c(c2)OCO3)nnc1SCC(=O)c1ccc(Cl)cc1,17%[38.3 µM],-14%[46.1 µM],6%,-6%,0%,3%,0.7%
C#CCNC(=O)C1=C[C@@H](C2CC2)[C@H](CCCO)[C@@H](OCC)O1,4%,?,-9%,26%,.,.,1.5%

# Part of the list above, field by field.
> COc1ccc(-c2nn(-c3ccccc3)cc2/C=C\C(=O)N2CCOCC2)cc1[N+](=O)[O-]
  IMPase Li inh: 1%
  NPSR antag: 6%
  aGal spleen mod: -8%
  CBFb RUNX1 block: 3%
  Luc counter: 0%
  LMNA splice mod: ?
  Epigenetic derep: -3.1%

> COc1cccc(-c2nc(CS(=O)CC(=O)NC3CCCC3)c(C)o2)c1 (stereo not given)
  IMPase Li inh: 1%[38.3 µM]
  NPSR antag: -5%[46.1 µM]
  aGal spleen mod: -5%
  CBFb RUNX1 block: 1%
  Luc counter: 0%
  LMNA splice mod: -11%
  Epigenetic derep: 1.8%

> O=C(Cc1cc(=O)[nH][nH]1)N/N=C/c1c(F)cccc1Cl
  IMPase Li inh: -4%
  NPSR antag: 6%
  aGal spleen mod: -8%
  CBFb RUNX1 block: -15%
  Luc counter: -2%
  LMNA splice mod: ?
  Epigenetic derep: 1.1%

> CCOC(=O)c1cn(CC(=O)Nc2cccc(Cl)c2)nn1
  IMPase Li inh: 1%
  NPSR antag: 15%
  aGal spleen mod: -12%
  CBFb RUNX1 block: 2%
  Luc counter: -1%
  LMNA splice mod: .
  Epigenetic derep: -9.0%

# One compound at a time, as listed above. Order of values: IMPase Li inh, NPSR antag, aGal spleen mod, CBFb RUNX1 block, Luc counter, LMNA splice mod, Epigenetic derep
# C#CCNC(=O)C1=C[C@@H](C2CC2)[C@H](CCCO)[C@@H](OCC)O1 as listed: 4%, ?, -9%, 26%, ., ., 1.5%
# O=C(Cc1cc(=O)[nH][nH]1)N/N=C/c1c(F)cccc1Cl as listed: -4%, 6%, -8%, -15%, -2%, ?, 1.1%

# Compound activity as filed in PubChem.
